PhoP inhibition = inhibitors of PhoP regulon expression, primary screen, Salmonella Typhimurium, GFP reporter (AID 1863); S. Typhimurium PhoP-regulated promoter GFP reporter, 4 h; higher % means a stronger effect; 300,000 tested, 0.16% active; inhibition, % at 50 µM, or IC50 in µM where a hit was titrated;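 active = inhibition over 29.93%, a cutoff 3 SD above the screen mean, later confirmed by dose response; inconclusive = inhibition over 29.93% but no dose response follow-up; inactive = inhibition at most 29.93% or unconfirmed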;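 note: 0% = low Mg2+ inducing control and 100% = high Mg2+ repressing control; strong numbers were not always called active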
ER stress rescue = rescue of cells from ER stress-induced death, primary screen, 384-well, CSM14.1, thapsigargin, ATP luminescence (AID 1222); 190,000 tested, under 10 active; cellular ATP content (survival), % at 20 µM; hits with a dose series show EC50 in µM; CSM14.1 thapsigargin-induced death rescue, ATP luminescence; higher % means a stronger effect;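 active = EC50 below 50 µM in the dose-response confirmation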;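 note: death triggered by thapsigargin at about 15 µM added after 2 h compound pretreatment; cell ATP read after overnight thapsigargin exposure of roughly 18 to 22 hours; normalized against plate controls of thapsigargin alone and 5% DMSO vehicle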
M1AAP inhibition = P. falciparum M1AAP inhibitors, biochemical, fluorogenic H-Leu-NHMec substrate, 1536-well (AID 1445). recombinant M1AAP, H-Leu-NHMec fluorogenic kinetic assay; higher % means a stronger effect. one-dose inhibition, % at 30 µM; IC50 in µM for titrated hits. 220,000 tested, 0.42% active;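 active = primary inhibition above the hit cutoff, then over 50% inhibition at one or more dose response concentrations, cut at about 23% in these data, passing the limit was not always enough; inconclusive = conflicting primary data, or primary hits not chosen for dose response; inactive = low primary inhibition, or under 50% at every dose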;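 note: plate controls were DMSO full reaction for no effect and no enzyme background for full effect; strong numbers were not always called active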
West Nile virus CPE = West Nile virus antiviral activity, cell-based, CPE readout (AID 1621) | West Nile virus-infected cells, CPE inhibition; higher % means a stronger effect | CPE inhibition, % at 10 µM; hits with a dose series show IC50 in µM | 290,000 tested, 0.02% active; in the data active = a potency from the dose series; inconclusive = CPE inhibition mostly from about 3.7% at the one dose, without a potency; inactive = the rest, 99 in 100 with CPE inhibition below about 2.2%; note: strong numbers were not always called active
Yfh1-depleted yeast = enhancers of respiration in Yfh1-depleted yeast, dose response, Friedreich's ataxia, plus single-dose screen (AID 1465). fold induction at 50 µM; hits with a dose series show EC50 in µM. S. cerevisiae Yfh1-off respiration, WST-1 reduction, 72 h; higher fold induction means a stronger effect. 220,000 tested, 0.074% active;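 active = fold induction of absorbance versus untreated yeast above a set limit, then at least 30% activation at any dose in follow-up; inconclusive = repeats straddling the limit, or above it without dose testing; inactive = fold induction below the set limit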;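 note: activators that raise dye reduction in frataxin-depleted yeast; strong numbers were not always called active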
M17LAP inhibition = P. falciparum M17LAP inhibitors, primary screen, biochemical, fluorogenic H-Leu-NHMec substrate, 1536-well (AID 1619). recombinant M17LAP, H-Leu-NHMec fluorogenic kinetic assay; higher % means a stronger effect. Leucine aminopeptidase (Plasmodium falciparum (isolate 3D7)). one-dose inhibition, % at 30 µM; IC50 in µM for titrated hits. 220,000 tested, 0.38% active;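 active = compound inhibiting the enzyme by more than half at any dose during confirmatory dose-response retesting; inconclusive = strong single-dose inhibitors picked by rank but not retested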;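 note: plate controls were full reaction with DMSO carrier for no effect and no enzyme background for full effect; strong numbers were not always called active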
PMI inhibition = human PMI inhibitors, high substrate, primary screen, biochemical, fluorescence intensity, high mannose 6-phosphate (AID 1220) | Mannose-6-phosphate isomerase (Homo sapiens) | recombinant PMI enzyme, coupled fluorescence intensity; higher % means a stronger effect | inhibition, % at 20 µM, or IC50 in µM where a hit was titrated | 190,000 tested, 0.66% active; in the data active = inhibition above about 50%
SIAH1 antagonists = Siah-1 peptide-binding antagonists, primary screen, biochemical, fluorescence polarization, rhodamine-plectin, uHTS (AID 1817); E3 ubiquitin-protein ligase SIAH1 (Homo sapiens); Siah-1 / rhodamine-plectin peptide fluorescence polarization; higher % means a stronger effect; displacement, % at 20 µM, or IC50 in µM where a hit was titrated; 290,000 tested, 0.02% active;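 active = displacement of at least 50% at 20 µM, with a fluorescence ratio check between 0.3 and a set limit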;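 note: plate controls were Siah plus tracer with DMSO for no effect and tracer alone without Siah for full effect; strong numbers were not always called active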
XIAP displacement = XIAP antagonists, biochemical, IAP family, fluorescence polarization (AID 1018). E3 ubiquitin-protein ligase XIAP (Homo sapiens). XIAP BIR domain, fluorescence polarization peptide displacement; higher % means a stronger effect. displacement, % at 20 µM, or IC50 in µM where a hit was titrated. 200,000 tested, 0.007% active; in the data active = displacement above about 50%; note: a part of the inactive calls stands beside numbers as strong as those of hits
* = called active by the depositor; i = inactive; u = inconclusive; x = not tested or not shown. Compounds were not picked by outcome; any-hit rate near 1.6%.

Structure | PhoP inhibition | ER stress rescue | M1AAP inhibition | West Nile virus CPE | Yfh1-depleted yeast | M17LAP inhibition | PMI inhibition | SIAH1 antagonists | XIAP displacement
CCN(C(=O)c1ccco1)c1nc(CC(=O)Nc2ccc(Cl)cc2)cs1 | -6% | -2.0% | 3% | 1.2% | i | 9% | 21% | 0% | -23%
COc1ccc(CC(=O)NC2CC(C)(C)NC(C)(C)C2)cc1 | 4% | 0.7% | 3% | 0.1% | i | 11% | -9% | 3% | -3.6%
COc1ccc(NC(=O)CCN2CCN(S(=O)(=O)c3ccc(Cl)cc3)CC2)cc1 | -1% | 5.5% | 7% | 2.2% | i | -1% | -3% | 1% | -20%
N=c1sccn1CC(=O)Nc1ccccc1Cc1ccccc1 | 16% | -0.9% | 9% | -1.1% | i | 1% | 6% | -2% | -6.1%
Cn1c(N/N=C/c2cccs2)nc2c1c(=O)n(Cc1ccccc1)c(=O)n2C | 0% | 0.5% | 0% | 0.2% | i | -6% | 1% | -2% | -5.8%
O=C(NCC1CCCO1)C(c1ccc(F)cc1)N(CC1CCCO1)C(=O)c1ccc(-c2ccccc2)[nH]1 (stereo unspecified) | -1% | 6.3% | 8% | -1.3% | i | 14% | -8% | -2% | -4.3%
CC1(C)CC(=O)C(N=Nc2ccc(Cl)cc2)=C(O)C1 | -5% | -2.8% | 4% | 0.0% | i | 10% | 6% | -2% | -3.1%
NC(=O)COC(=O)c1cc(S(=O)(=O)N2CCOCC2)ccc1N1CCCCC1 | 10% | -0.4% | -4% | -0.1% | i | 10% | 9% | -1% | -3.7%
C/C(=N\NC(=O)Cn1c(-c2ccccn2)nc2ccccc21)c1ccccc1 | 28% | 0.4% | 3% | -1.0% | i | -3% | 10% | -1% | -3.7%
Clc1ccc(-c2nc(N3CCCCC3)nc3ccccc23)cc1 | -2% | 0.0% | -1% | 0.7% | i | 1% | 10% | 26% | -6.4%
COc1cc(C2C3C(=O)N(c4ccccc4)C(=O)C3ON2c2ccccc2)ccc1O (stereo unspecified) | -4% | -2.8% | 5% | 0.3% | i | 0% | 0% | -3% | -8.4%
O=C(Cn1ncc(Cl)c(Cl)c1=O)NCC1CCCCC1 | -4% | -4.3% | 0% | -2.3% | i | 18% | -2% | 38% | -1.2%
COc1ccc(OC)c(C(=O)c2coc3ccc(OCC(=O)O)cc23)c1 | 11% | -2.0% | 1% | 0.2% | i | 18% | 2% | 3% | -7.2%
CCn1cc(Cl)c(C(=O)NNC(=O)CCn2cc([N+](=O)[O-])cn2)n1 | -11% | -0.5% | -1% | 0.2% | i | -7% | -3% | 3% | -10%
CCC(C)NC(=O)Cn1nc([N+](=O)[O-])c(Cl)c1C (stereo unspecified) | 2% | -1.4% | 1% | 0.3% | i | 11% | 7% | 12% | -0.1%
CCN(CC)C(=O)c1sc2nc(-c3cccs3)cc(-c3ccc(Cl)cc3)c2c1N | -19% | -0.6% | 11% | -0.6% | i | -1% | -73% | -4% | -6.5%
Cc1ccc(C)c(Nc2cc(C(=O)NCc3cccnc3)c3ccccc3n2)c1 | 2% | x | 1% | 1.4% | i | -8% | x | -3% | x
O=C(CN1CCC(NC(=O)c2cccc(F)c2)CC1)NCc1cccs1 | 9% | 0.3% | 23µM* | -0.3% | i | 57% | 11% | 1% | -5.9%
N=c1c2c3c(sc2ncn1N)CCCCC3 | -3% | 0.7% | 8% | 0.8% | i | 25% | 14% | 11% | 0.3%
CC(=O)Cc1nsc(NC(=O)c2ccc(-c3cc(Cl)ccc3Cl)o2)n1 | 0% | -0.2% | 17% | -1.1% | i | 18% | 5% | 1% | -2.5%
COc1ccc(CCN(/C=C2\Sc3ccccc3C2=O)C(C)=O)cc1OC | 1% | x | 10% | 0.1% | i | -1% | x | -1% | x
O=C(Oc1c(-c2ccccc2Cl)oc2ccccc2c1=O)c1ccc(Cl)cc1 | -7% | 1.1% | 7% | -0.7% | i | 6% | -2% | 22% | -3.0%
CCOC(=O)N1CCC(NC(=O)c2cc3c(=O)n(C)c4ccccc4c3n2C)CC1 | 5% | x | 8% | 0.2% | i | -6% | 12% | 8% | -6.9%
CCOC(=O)c1c(C)n(C)c2cc(Br)c(OC)cc12 | x | -0.4% | x | -0.7% | i | x | 12% | 1% | -3.5%
O=C(COC(=O)c1cccc(S(=O)(=O)NCc2ccccc2)c1)c1ccccc1 | -4% | -1.5% | -1% | 0.0% | i | -5% | 2% | 3% | -3.8%
O=C(NCC1CCCO1)c1onc(CSc2ccccc2)c1C(=O)O (stereo unspecified) | -5% | 0.7% | 0% | 0.4% | i | 9% | -8% | 3% | -2.2%
O=C(CCSCCC(=O)NCc1ccccc1)NCc1ccccc1 | 6% | -0.2% | 1% | 0.0% | i | 9% | 2% | -2% | -4.0%
CC(C)(CO)NCC(O)Cn1cc(C=O)c2ccccc21 (stereo unspecified) | 4% | x | 8% | 1.0% | i | -5% | 5% | -1% | -3.8%
CCN(CC)CC#CCC(O)(c1ccccc1)C1CCCCC1 (stereo unspecified) | -3% | -2.3% | 6% | -1.0% | i | 0% | 8% | -1% | -5.6%
COc1ccc(CCNc2oc(Cc3ccccc3)nc2C#N)cc1OC | 2% | -0.8% | 14% | -0.2% | i | 9% | 1% | 6% | -5.1%
Cc1cc(C)cc(-n2nnnc2-c2cn(C)nc2C(F)(F)F)c1 | 6% | 1.0% | -1% | -0.4% | i | 19% | -3% | 3% | -2.3%
Cc1cccc(OCc2nnc(NC(=O)c3cccs3)s2)c1 | -14% | -0.8% | -4% | -0.1% | i | -3% | -4% | 0% | -7.7%
Cc1nc([N+](=O)[O-])c(C(=O)OCc2ccccc2F)n1C | -10% | 1.9% | 6% | 0.0% | i | 4% | -4% | -2% | -3.5%
Nc1cc(=O)[nH]c(SCC(=O)N2CCCCC2)n1 | x | -0.8% | x | 0.5% | i | x | -1% | 2% | 50%
COc1ccc(C)cc1S(=O)(=O)N(C)CC(=O)N1CCCCC1 | 5% | x | -3% | -0.2% | i | -1% | x | x | x
Cc1c(NS(=O)(=O)c2ccc(Cl)c(C(=O)OC(C)C(=O)NCc3ccco3)c2)c(=O)n(-c2ccccc2)n1C (stereo unspecified) | 3% | -1.5% | 5% | -0.8% | i | -3% | 6% | -3% | -2.8%
COc1ccc(-c2n[nH]c(=S)n2-c2cc(OC)ccc2OC)cc1 | -9% | x | 1% | -0.1% | i | -5% | x | 2% | x
Cc1ccc(-n2nnnc2SC(C)C(=O)NCC(=O)Nc2ccc(F)c(F)c2F)c(C)c1 (stereo unspecified) | 2% | -1.9% | -1% | 1.5% | i | 11% | 12% | -1% | -17%
CCOc1cc(-c2nc3cc(C)ccn3c2NCC2CCCO2)ccc1O (stereo unspecified) | -7% | 1.6% | 8% | -0.8% | i | 11% | 16% | 0% | -1.5%
CCOC(=O)c1[nH]c2ccc(OC)cc2c1NC(=O)CN1CCN(c2ccccn2)CC1 | 9% | 9.9% | 8% | x | x | -11% | 4% | 0% | -2.0%
CC(=O)Nc1cccc(C(=O)OCC(=O)NCc2ccc(F)cc2)c1 | -2% | x | 1% | -0.2% | i | 2% | -6% | 6% | -5.4%
CCCN1C(=O)/C(=C2/C=Cc3ccccc3N2CC)SC1=S | 4% | 0.2% | 11% | -0.8% | i | 9% | 10% | 5% | -2.4%
Cc1cc(C)cc(N(CC(=O)NC2CCCCCC2)S(=O)(=O)c2c(C)[nH]c(=O)[nH]c2=O)c1 | -1% | x | 1% | 0.1% | i | -4% | x | 2% | x
COCCNCC#CCOc1ccc(OC)cc1 | 27% | -1.6% | -3% | -1.0% | i | 12% | 13% | 8% | -3.3%
O=C(CN1C(=O)CCC1=O)Nc1ccc(Br)cc1 | 2% | 2.4% | -2% | 0.0% | i | 19% | 5% | 4% | -8.1%
CC(=O)c1c(C)[nH]c(C(=O)OCc2cccc(Cl)c2)c1C | 2% | 6.5% | 3% | -1.2% | i | 1% | 25% | 1% | -3.9%
Cc1cnc(NC(=O)CSc2nnc(-c3ccccc3)n2Cc2ccccc2)s1 | -9% | -2.7% | 2% | -0.5% | i | 9% | -8% | 5% | -3.4%
Cc1c(NC(=S)NC(=O)C(C)(C)C)c(=O)n(-c2ccccc2)n1C | 5% | 23% | -5% | -0.5% | i | -5% | 1% | 20% | 1.8%
O=C(CNS(=O)(=O)c1ccccc1)NCc1ccccn1 | -1% | -2.9% | 9% | -0.3% | i | -4% | 3% | 2% | -2.6%
CCCc1ccc(-c2cc(NC(=O)CSc3nnc(N)s3)n(-c3ccccc3)n2)cc1 | -4% | -4.9% | u | -0.5% | i | 5% | 18% | -1% | -7.6%
Cc1cnc(C(=O)Nc2ccccc2-n2cccc2)cn1 | 1% | x | 6% | 0.2% | i | 7% | 12% | -2% | 1.8%
Cn1ncc(Cl)c1C(=O)N1CCN(c2ncccn2)CC1 | 3% | 0.6% | 4% | 0.8% | i | -4% | -1% | 7% | -2.1%
CCN(CC)C1CCCCC1NS(=O)(=O)c1ccc(Cl)cc1 (stereo unspecified) | 5% | x | 0% | -0.3% | i | 11% | -1% | -3% | -6.5%
O=C(CCSc1nnc(-c2ccncc2)o1)Nc1ccc(Cl)cc1 | 12% | 2.9% | 5% | 0.8% | i | 11% | 2% | -1% | -19%
O=C(CCC(=O)c1ccc(F)cc1)OC1CCOC1=O (stereo unspecified) | 11% | 2.2% | 0% | 0.0% | i | 4% | 4% | 3% | -3.0%
O=C(NCc1ccccn1)Nc1ccc(Cl)c(Cl)c1 | -6% | -3.0% | 6% | -0.4% | i | 27% | 5% | -1% | -7.4%

Given as labelled records: 2 of the compounds above.
Compound: CC(=O)Cc1nsc(NC(=O)c2ccc(-c3cc(Cl)ccc3Cl)o2)n1
  PhoP inhibition: 0%
  ER stress rescue: -0.2%
  M1AAP inhibition: 17%
  West Nile virus CPE: -1.1%
  Yfh1-depleted yeast: i
  M17LAP inhibition: 18%
  PMI inhibition: 5%
  SIAH1 antagonists: 1%
  XIAP displacement: -2.5%

Compound: COc1ccc(CCN(/C=C2\Sc3ccccc3C2=O)C(C)=O)cc1OC
  PhoP inhibition: 1%
  ER stress rescue: x
  M1AAP inhibition: 10%
  West Nile virus CPE: 0.1%
  Yfh1-depleted yeast: i
  M17LAP inhibition: -1%
  PMI inhibition: x
  SIAH1 antagonists: -1%
  XIAP displacement: x

Screening results deposited in PubChem by several laboratories.
